Source: PubChem
RGS8-Gao reg = RGS8-Galphao binding modulators, primary screen, biochemical, multiplexed bead flow cytometry; actives 0.34% (n = 220,000); response (percent of control binding), % at 10 µM; actives lie on both sides; Guanine nucleotide-binding protein G(o) subunit alpha (Homo sapiens), P09471; AID 1423, 2008; in the data active means response below about 60% or above about 140%; inactive means in between;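 further: Galphao activated as the GDP aluminium fluoride complex binding bead-coupled RGS8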
Target sequence (P09471 whole entry, looked up): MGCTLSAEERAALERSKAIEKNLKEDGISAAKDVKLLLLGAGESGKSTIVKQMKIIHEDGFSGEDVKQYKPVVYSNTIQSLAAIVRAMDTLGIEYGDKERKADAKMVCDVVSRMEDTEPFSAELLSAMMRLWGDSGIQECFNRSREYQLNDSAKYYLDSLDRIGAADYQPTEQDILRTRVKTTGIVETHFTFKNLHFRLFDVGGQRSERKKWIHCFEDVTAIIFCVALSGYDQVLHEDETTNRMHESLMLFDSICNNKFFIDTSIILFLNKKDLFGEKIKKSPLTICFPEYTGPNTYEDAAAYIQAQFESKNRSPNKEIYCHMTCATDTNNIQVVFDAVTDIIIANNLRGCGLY
Rab2A wt mod = modulators of GTP binding to Rab2A wildtype, primary screen, biochemical, dog, bead-based flow cytometry, multiplex; GST-Rab2 wt beads, Bodipy-GTP binding; AID 760, 2007; GTP binding activity, % at 10 µM; actives 0.19% (n = 190,000);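 active means GTP binding activity at least 20 points away from 100%, either lowered or raised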;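 further: 0% = beads with excess unlabeled GTP and 100% = no-compound control corrected for plate trend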
Mcl1-Noxa inh = Mcl-1/Noxa binding inhibitors, primary screen, biochemical, TR-FRET, 1536-well; AID 1022, 2008; TR-FRET Mcl-1/Noxa peptide binding, 2 h; actives 1.5% (n = 220,000); inhibition, % at 21.7 µM; Induced myeloid leukemia cell differentiation protein Mcl-1 (Homo sapiens), Q07820;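 active means compounds that cut the protein-peptide binding signal by more than 50% relative to plate controls in a single-dose test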;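 further: His-tagged Mcl-1 with rhodamine Noxa BH3 peptide and terbium anti-His antibody; 0% = Mcl-1 plus Noxa peptide wells and 100% = peptide-only wells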
Target sequence (Q07820 whole entry, looked up): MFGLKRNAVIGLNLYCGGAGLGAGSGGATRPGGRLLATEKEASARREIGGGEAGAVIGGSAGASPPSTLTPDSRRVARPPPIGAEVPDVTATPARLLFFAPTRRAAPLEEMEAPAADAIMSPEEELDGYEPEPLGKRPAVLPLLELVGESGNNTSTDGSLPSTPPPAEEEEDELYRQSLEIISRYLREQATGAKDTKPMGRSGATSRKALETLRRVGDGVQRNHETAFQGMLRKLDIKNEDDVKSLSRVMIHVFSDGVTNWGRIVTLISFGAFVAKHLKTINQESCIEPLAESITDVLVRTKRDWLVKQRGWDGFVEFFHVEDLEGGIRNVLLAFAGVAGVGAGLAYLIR
Rac1 mut GTP = GTP binding modulators of activated mutant Rac1, primary screen, biochemical, bead-based flow cytometry, multiplex, fluorescent GTP. GST-Rac1 activated beads; actives lie on both sides; 100% means binding = to untreated wells. percent activity (GTP binding), % at 10 µM. actives 0.11% (n = 190,000);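 active means GTP binding at least 20 percentage points away from the 100% baseline, in either direction, so actives lie on both sides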
Cdc42 wt = modulators of GTP binding to wildtype Cdc42, primary screen, biochemical, multiplex bead flow cytometry, Bodipy-GTP; GST-Cdc42 beads; actives lie on both sides; percent activity (GTP binding), % at 10 µM; actives 0.2% (n = 190,000); AID 761, 2007;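 active means percent activity GTP binding at least 20 points away from the 100% baseline, either down as inhibitor or up as activator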;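 further: median bead fluorescence of bound Bodipy-FL-GTP at 100 nM; 0% = excess unlabeled GTP control and 100% = no compound control; below 100% means less GTP binding so inhibitor and above means activator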
Target sequence (P60953 whole entry, looked up): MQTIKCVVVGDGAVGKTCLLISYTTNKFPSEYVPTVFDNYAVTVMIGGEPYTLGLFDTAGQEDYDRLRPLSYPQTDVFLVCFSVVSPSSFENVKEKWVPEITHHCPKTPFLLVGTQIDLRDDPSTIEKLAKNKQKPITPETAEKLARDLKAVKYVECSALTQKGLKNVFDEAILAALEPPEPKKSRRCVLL
HRas wt GTP = modulators of GTP binding to HRas wildtype, primary screen, biochemical, bead-based flow cytometry, multiplex | GST-Ras wt beads, Bodipy-FL-GTP binding; actives lie on both sides | GTP binding activity, % at 10 µM | actives 0.14% (n = 190,000);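 active means GTP binding activity at least 20% away from the 100% baseline, either lowered as inhibitor or raised as activator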;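 further: 0% = unlabeled GTP competition control and 100% = no-compound control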
Target sequence (P01112 whole entry, looked up): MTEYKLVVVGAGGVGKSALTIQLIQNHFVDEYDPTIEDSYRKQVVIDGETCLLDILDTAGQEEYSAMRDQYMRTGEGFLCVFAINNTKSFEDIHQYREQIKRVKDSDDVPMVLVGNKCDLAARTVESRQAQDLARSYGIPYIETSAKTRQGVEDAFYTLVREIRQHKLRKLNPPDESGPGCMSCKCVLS
Rac1 wt modul = wildtype Rac1 GTP binding modulators, primary screen, biochemical, GST-Rac1 beads, flow cytometry, multiplex | Ras-related C3 botulinum toxin substrate 1 (Homo sapiens), P63000 | fluorescent GTP binding; actives lie on both sides; 0 = cold GTP competed, 100 = untreated | GTP binding activity (% of control), % at 10 µM | actives 0.27% (n = 190,000) | AID 757, 2007;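 active means GTP binding activity at least 20 points away from the 100% control level, either lower or higher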
Rab7 wt modul = modulators of GTP binding to Rab7, primary screen, biochemical, wildtype, multiplex bead flow cytometry; Rab7 GTPase wild type (dog), Bodipy-FL-GTP binding; GST-Rab7 beads, fluorescent GTP binding; actives lie on both sides; untreated = 100%, excess cold GTP = 0%; GTP binding activity (percent of control), % at 10 µM; actives 0.055% (n = 190,000); AID 758, 2007;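 active means fluorescent GTP binding to Rab7 beads changed by at least 20 points from the 100% baseline, either direction, mostly lower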;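 further: median green fluorescence of bound Bodipy-FL-GTP per Rab7 bead population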
Pf gamet viab = late stage P. falciparum gametocyte viability inhibitors, primary screen, ATP luminescence, HTS. actives 0.065% (n = 150,000). inhibition, % at 10.9 µM. P. falciparum stage V gametocytes, 24 h;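 active means inhibition above the mean plus 3 SD of compounds within the control limits, set per campaign, cut at about 38% in these data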;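 further: 0% = DMSO wells and 100% = medium only without gametocytes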
Mcl1 Bid PPI = Mcl-1/Bid binding inhibitors, primary screen, biochemical, TR-FRET, 1536-well; Induced myeloid leukemia cell differentiation protein Mcl-1 (Homo sapiens), Q07820; TR-FRET Mcl-1/Bid-Dy647 peptide binding; inhibition, % at 21.7 µM; actives 0.97% (n = 220,000); AID 1021, 2008;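 active means compounds that cut the binding signal by more than half at the single screening dose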;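 further: His-tagged Mcl-1 with europium anti-His antibody binding Bid BH3 peptide; 0% = Mcl-1 plus peptide wells and 100% = peptide-only wells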
Mcl-1 Bim block = inhibitors of Bim peptide binding to Mcl-1, primary screen, biochemical, bead-based flow cytometry, multiplex | Induced myeloid leukemia cell differentiation protein Mcl-1 (Homo sapiens), Q07820 | Bim peptide-Mcl-1 binding | inhibition, % at 10 µM | actives 0.1% (n = 190,000) | AID 1009, 2008; in the data active means inhibition above about 40%;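 further: 0% = no compound tracer wells and 100% = peptide blocker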
Numbers without * were called inactive; · = not tested or not shown; [ ] = dose if it differs, or a comment.

SMILES	RGS8-Gao reg	Rab2A wt mod	Mcl1-Noxa inh	Rac1 mut GTP	Cdc42 wt	HRas wt GTP	Rac1 wt modul	Rab7 wt modul	Pf gamet viab	Mcl1 Bid PPI	Mcl-1 Bim block
Cc1ccccc1OCC(=O)Nn1c(COc2ccccc2)nc2ccccc2c1=O	101.5	93.0	1.3	91.0	93.0	95.0	96.0	95.0	-10.3	5.1	0.0
O=C(COc1ccc(Br)cc1)N/N=C1/SCC(=O)N1Cc1ccco1	96.5	95.0	8.4	96.0	95.0	97.0	102.0	94.0	12.1	-1.1	0.0
CC(C)(C)OC(=O)NCCc1nnc(SCc2ccccc2Cl)o1	104.6	98.0	5.5	97.0	98.0	98.0	104.0	97.0	15.2	3.4	4.0
CCOC(=O)NC1(NC(C)C)Oc2ccccc2O1	100.5	102.0	-14.0	99.0	101.0	104.0	106.0	103.0	·	-10.3	-12.0
O=C(Oc1c(Br)cc(C(=S)N2CCOCC2)cc1Br)c1ccc(Cl)cc1	90.2	78.0*	-7.2	77.0*	75.0*	80.0	80.0	88.0	-2.0	-34.7	1.0
CCC[n+]1c(C)sc2c3c(ccc21)CCCC3	101.0	98.0	19.6	95.0	96.0	101.0	101.0	103.0	·	-51.5	1.0
CCOC(=O)c1cnc2cc(Cl)c(OC)cc2c1NCC1CCCO1 (stereo not given)	97.2	98.0	-20.8	97.0	102.0	100.0	102.0	97.0	-40.8	-2.7	0.0
O=C(CNCc1ccco1)Nc1ccc(Oc2ccccc2)cc1	104.2	98.0	25.9	97.0	98.0	97.0	98.0	97.0	19.6	30.0	-1.0
Cc1ccc(C(C)C)c(OCC(=O)N/N=C/C2CCCCC2)c1	106.3	94.0	0.0	93.0	96.0	94.0	96.0	83.0	·	2.1	4.0
NS(=O)(=O)c1cccc(NC(=O)CN2CCc3ccccc32)c1	93.4	99.0	21.0	92.0	101.0	99.0	102.0	106.0	11.2	-33.2	2.0
COc1ccc(C2=NN(C)C(=NCc3ccccc3)SC2)cc1	101.2	102.0	21.9	99.0	104.0	102.0	102.0	99.0	·	1.1	-5.0
COc1ccc(C2C(C#N)=C(N)N(c3sc4c(c3C#N)CCCC4)C3=C2C(=O)CC(C)(C)C3)cc1 (stereo not given)	102.5	96.0	-24.0	95.0	94.0	99.0	95.0	102.0	·	-35.1	0.0
O=C(c1cc([N+](=O)[O-])cc([N+](=O)[O-])c1)N(c1ccccn1)c1ccccn1	109.2	94.0	9.3	96.0	102.0	96.0	100.0	94.0	-20.5	-0.1	-5.0
Cc1ccc(S(=O)(=O)N/N=C/c2cccc(OC3CSC3)c2)cc1	93.6	98.0	15.4	98.0	99.0	97.0	97.0	94.0	·	-16.9	-8.0
COc1ccc(NS(=O)(=O)c2cc(NC(=O)CNC(=O)c3ccc(C)s3)ccc2Cl)cc1	85.8	98.0	27.8	97.0	102.0	101.0	104.0	101.0	-9.7	0.2	0.0
FC(F)(F)c1cc(C(F)(F)F)c2ccc(Oc3ccccc3)nc2n1	104.5	105.0	7.5	101.0	105.0	103.0	103.0	100.0	5.5	6.8	0.0
O=C(COc1ccccc1)Nc1ccc(OC(F)(F)C(F)F)c(NC(=O)COc2ccccc2)c1	96.2	99.0	2.1	99.0	100.0	101.0	101.0	100.0	19.3	-28.4	4.0
CCCCn1c(CCNC(=O)CCC)nc2ccccc21	94.8	102.0	3.3	101.0	100.0	102.0	106.0	101.0	·	-0.9	0.0
CC1=CCCC(C)(C)C1/C=C/C(C)=N/NC(=O)c1ccncc1 (stereo not given)	98.0	99.0	-13.3	99.0	99.0	99.0	101.0	95.0	16.3	-45.1	-3.0
Cc1cc(C)c2[nH]c(=O)c(=O)[nH]c2c1	100.7	102.0	9.1	100.0	107.0	102.0	107.0	101.0	-0.3	2.7	-1.0
Cc1cc(C)c(/C=N/NC(N)=O)c(C)c1/C=N/NC(N)=O	101.6	96.0	11.1	95.0	97.0	97.0	98.0	97.0	6.2	-15.6	2.0
COc1cc(/C=C/C2=NC(=O)C(C)(C)O2)ccc1O	89.5	100.0	-0.2	101.0	104.0	102.0	105.0	100.0	·	-34.6	0.0
Cc1ccc(Cn2ccc(NC(=O)c3cc(CC(C)C)on3)n2)cc1	99.5	102.0	3.4	99.0	100.0	101.0	108.0	100.0	·	-6.9	1.0
Cc1nonc1C(=O)N/N=C/c1cccc(O)c1	103.4	98.0	-8.6	98.0	102.0	97.0	103.0	98.0	13.8	-17.4	-4.0
COC(=O)N/N=C/c1cccs1	98.1	100.0	-1.2	98.0	100.0	97.0	98.0	97.0	-16.6	-6.3	-12.0
Cn1c(SCC(=O)N2CCCC2)nc2ccccc2c1=O	92.5	94.0	-17.1	93.0	96.0	96.0	93.0	95.0	13.5	-24.5	-6.0
CCOc1ccc(/C=N/NC(=O)CC(=O)Nc2ccc(Cl)c(Cl)c2)cc1	93.8	99.0	-8.0	99.0	104.0	99.0	101.0	101.0	-22.3	-15.2	-2.0
COc1cc(/C=N/NC(=O)Cc2csc(C)n2)ccc1OCC(C)C	98.8	96.0	-3.5	98.0	94.0	96.0	98.0	94.0	-0.8	-57.4	2.0
CC(=O)Nc1ccc(S(=O)(=O)Nc2nc3c(s2)CCCC3)cc1	98.7	96.0	12.2	95.0	98.0	97.0	98.0	98.0	·	-40.0	0.0
CC(=O)Nc1ccc(S(=O)(=O)N(Cc2ccco2)CC2CCCO2)cc1 (stereo not given)	99.5	103.0	12.8	100.0	103.0	102.0	104.0	100.0	11.0	-5.4	2.0
Cc1ccc(NS(=O)(=O)c2ccc(NC(=O)CN(c3cc([N+](=O)[O-])ccc3C)S(C)(=O)=O)cc2)c(C)c1	111.5	99.0	1.5	95.0	101.0	100.0	103.0	101.0	-8.8	3.3	0.0
Cc1ccccc1N1C(=O)C(Oc2ccc(Cl)cc2)C1CNCC1CCCO1 (stereo not given)	103.7	95.0	12.0	94.0	96.0	95.0	98.0	95.0	10.6	6.2	-2.0
CCc1cccc2c(C(=S)N3CCOCC3)c[nH]c12	104.1	101.0	-3.1	99.0	97.0	101.0	104.0	105.0	-10.0	-74.3	0.0
CCN(CC(=O)NCc1ccc(F)cc1)C(=O)/C=C/c1ccco1	100.0	98.0	2.2	96.0	101.0	97.0	99.0	98.0	-4.5	-24.4	0.0
CCNc1nc(NC(C)C)nc(Oc2ccc(OCc3ccccc3)nn2)n1	·	99.0	16.2	100.0	103.0	102.0	105.0	99.0	-40.9	-1.4	0.0
O=C(CS(=O)(=O)Cc1ccccc1)Nc1ccccn1	105.6	99.0	-4.1	99.0	103.0	97.0	105.0	95.0	-5.3	-10.4	-9.0
CC(C)Sc1cc(N2CCCC2)nc(-c2ccccc2)n1	100.1	98.0	5.0	95.0	98.0	97.0	97.0	96.0	·	7.3	-2.0
CC(C)(C)c1ccc(C(=O)NNc2cc(N3CCCCC3)nc(N3CCCCC3)n2)cc1	172.9*[activator]	100.0	-3.0	96.0	98.0	99.0	100.0	100.0	12.9	-126.6	-25.0
CCN(CC)S(=O)(=O)c1cc(C(=O)NCCN2CCOCC2)ccc1Cl	97.1	98.0	24.3	99.0	102.0	100.0	105.0	97.0	-3.5	-14.1	1.0
c1ccc(CCNc2nc(-c3ccncc3)cs2)cc1	100.9	94.0	8.6	95.0	92.0	96.0	98.0	96.0	8.2	-25.0	0.0

Three compounds out of the list, sorted by heavy-atom count, largest number first.
SMILES	RGS8-Gao reg	Rab2A wt mod	Mcl1-Noxa inh	Rac1 mut GTP	Cdc42 wt	HRas wt GTP	Rac1 wt modul	Rab7 wt modul	Pf gamet viab	Mcl1 Bid PPI	Mcl-1 Bim block
CC(C)(C)c1ccc(C(=O)NNc2cc(N3CCCCC3)nc(N3CCCCC3)n2)cc1	172.9*[activator]	100.0	-3.0	96.0	98.0	99.0	100.0	100.0	12.9	-126.6	-25.0
CCNc1nc(NC(C)C)nc(Oc2ccc(OCc3ccccc3)nn2)n1	·	99.0	16.2	100.0	103.0	102.0	105.0	99.0	-40.9	-1.4	0.0
O=C(CS(=O)(=O)Cc1ccccc1)Nc1ccccn1	105.6	99.0	-4.1	99.0	103.0	97.0	105.0	95.0	-5.3	-10.4	-9.0

(list continues)
SMILES	RGS8-Gao reg	Rab2A wt mod	Mcl1-Noxa inh	Rac1 mut GTP	Cdc42 wt	HRas wt GTP	Rac1 wt modul	Rab7 wt modul	Pf gamet viab	Mcl1 Bid PPI	Mcl-1 Bim block
COc1cc(C=O)ccc1OS(=O)(=O)c1ccccc1[N+](=O)[O-]	88.7	97.0	9.8	97.0	97.0	96.0	102.0	98.0	11.4	27.6	-8.0
CCCC1C2C(=O)N(c3ccc(OC)cc3)C(=O)C2ON1c1ccccc1 (stereo not given)	94.3	103.0	-8.9	103.0	104.0	103.0	107.0	104.0	·	-12.5	0.0
Cn1c(SC(C(=O)Nc2ccc(F)cc2)c2ccccc2)nc2ccccc21 (stereo not given)	102.0	98.0	-1.9	98.0	99.0	101.0	102.0	102.0	-42.4	16.7	-7.0
CC(=O)c1cccc(CN2CCCC(C(=O)c3ccc4c(c3)OCO4)C2)c1 (stereo not given)	104.4	96.0	8.2	94.0	97.0	92.0	95.0	93.0	6.2	-22.0	0.0
COC(=O)/C=C/C(=O)Nc1ccc(O)c(Cl)c1	105.5	96.0	15.2	94.0	100.0	100.0	103.0	104.0	·	-91.1	0.0
CN(C)/C=C/C(=O)c1ccccc1OCc1cnc(Cl)s1	97.5	107.0	-5.1	96.0	100.0	95.0	96.0	106.0	-18.3	-27.8	1.0
COc1ccc(C)cc1NC(=O)CCC(=O)Nc1nnc(C(F)(F)F)s1	100.6	96.0	19.6	95.0	93.0	94.0	90.0	97.0	·	-3.0	4.0
CCCCNC(=O)c1ccc(Cn2c(=S)[nH]c3c([nH]c4ccc(OC)cc43)c2=O)cc1	100.0	100.0	44.5	101.0	101.0	100.0	100.0	99.0	-12.6	-22.7	-14.0
O=C(O)c1ccc(CNCc2ccc(Cl)cc2Cl)cc1	96.9	100.0	6.6	98.0	103.0	102.0	102.0	102.0	0.9	12.9	0.0
Cc1ccc(NC(=O)Cn2c(=O)n(CCCC(=O)NCc3ccco3)c(=O)c3ccccc32)cc1	99.7	97.0	-17.9	96.0	100.0	99.0	97.0	101.0	·	-12.5	-3.0
Cn1c(SCC(=O)N2CCCc3ccccc32)nc2cccnc21	101.4	99.0	0.3	101.0	102.0	102.0	105.0	103.0	·	-5.3	0.0
